Hsp70 activator = Hsp70 transcriptional activators, primary screen, cell-based, HeLa, Hsp70 promoter luciferase, luminescence, 10 µM; HeLa Hsp70 promoter luciferase reporter; scaled: vehicle 0, proteasome-inhibitor control 100%; activation, % at 10 µM; 0.04% of 200,000 active; AID 1203, 2008;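 active = activation above the mean across all tested compounds plus 3 SD, cutoff set per campaign, cut at about 5.5% in these data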;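 note: 100% = MG132 at 30 µM as the positive control and 0% = DMSO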
S1P3 antag = S1P3 receptor antagonists, primary screen, cell-based; Sphingosine 1-phosphate receptor 3 (Homo sapiens), Q99500; CHO S1P3 NFAT-BLA reporter, FRET fluorescence, antagonist mode; inhibition, % at 4.98 µM; 0.27% of 170,000 active; AID 485, 2006;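 active = inhibition above the plate cutoff, the mean inhibition of test wells on that plate plus 3 SD, cut at about 28% in these data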;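 note: cells challenged with S1P at its EC80 of 0.8 µM; blue over green emission ratio from cleaved BLA substrate after 4 h stimulation; 0% = S1P-stimulated wells and 100% = unstimulated DMSO-only wells; some compounds past the cut are filed as inactive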
RAM network inh = inhibitors of the yeast RAM network, primary screen, dse1pr::URA3 reporter, 5-FOA selection; inhibition, % at 50 µM; S. cerevisiae dse1pr::URA3 reporter, 5-FOA growth OD615, 2 d; analog-sensitive cbk1-as2 kinase mutant strain; AID 868, 2007; 1.8% of 190,000 active;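 active = inhibition above a set limit, 3 SD over mean compound inhibition, cut at about 8.4% in these data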;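 note: 0% = DMSO-only wells with no growth and 100% = 10 µM 1-NA-PP1 full growth; inhibition rescues growth on 5-FOA so higher OD means more RAM inhibition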
TLR4-MyD88 BLA = inhibitors of TLR4-MyD88 association in cells, primary screen, cell-based, HeLa CL3-4, BLA complementation, FRET ratio. Toll-like receptor 4 (Homo sapiens) + Myeloid differentiation primary response protein …. HeLa CL3-4 TLR4/MyD88 BLA complementation. inhibition, % at 8.4 µM. 0.18% of 200,000 active; in the data active = inhibition above about 25%;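 note: 0% = vehicle and 100% = reference inhibitor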
Target sequence (O00206 whole entry, looked up): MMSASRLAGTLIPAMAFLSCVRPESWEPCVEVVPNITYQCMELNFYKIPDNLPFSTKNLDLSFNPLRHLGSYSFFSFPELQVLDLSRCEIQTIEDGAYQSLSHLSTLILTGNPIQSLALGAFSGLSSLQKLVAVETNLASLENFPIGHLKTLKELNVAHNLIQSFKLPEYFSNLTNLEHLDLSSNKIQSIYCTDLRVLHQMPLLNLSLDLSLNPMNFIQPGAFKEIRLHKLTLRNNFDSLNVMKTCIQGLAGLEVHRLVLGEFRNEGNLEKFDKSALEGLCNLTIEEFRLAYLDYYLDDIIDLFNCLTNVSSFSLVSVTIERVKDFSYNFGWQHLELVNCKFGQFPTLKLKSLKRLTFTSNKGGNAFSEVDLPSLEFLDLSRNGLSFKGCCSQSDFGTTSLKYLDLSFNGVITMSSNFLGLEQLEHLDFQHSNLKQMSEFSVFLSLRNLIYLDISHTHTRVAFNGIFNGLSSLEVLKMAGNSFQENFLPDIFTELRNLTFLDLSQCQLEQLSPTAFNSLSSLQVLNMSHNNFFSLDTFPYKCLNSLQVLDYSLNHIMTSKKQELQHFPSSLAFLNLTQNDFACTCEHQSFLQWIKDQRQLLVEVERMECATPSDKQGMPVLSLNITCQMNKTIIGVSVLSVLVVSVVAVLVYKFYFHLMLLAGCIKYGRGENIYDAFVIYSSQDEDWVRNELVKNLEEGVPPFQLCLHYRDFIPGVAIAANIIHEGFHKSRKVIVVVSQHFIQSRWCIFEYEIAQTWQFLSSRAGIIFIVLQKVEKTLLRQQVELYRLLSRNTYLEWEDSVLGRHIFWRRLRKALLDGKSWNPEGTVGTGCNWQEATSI
Target sequence (Q99836 whole entry, looked up): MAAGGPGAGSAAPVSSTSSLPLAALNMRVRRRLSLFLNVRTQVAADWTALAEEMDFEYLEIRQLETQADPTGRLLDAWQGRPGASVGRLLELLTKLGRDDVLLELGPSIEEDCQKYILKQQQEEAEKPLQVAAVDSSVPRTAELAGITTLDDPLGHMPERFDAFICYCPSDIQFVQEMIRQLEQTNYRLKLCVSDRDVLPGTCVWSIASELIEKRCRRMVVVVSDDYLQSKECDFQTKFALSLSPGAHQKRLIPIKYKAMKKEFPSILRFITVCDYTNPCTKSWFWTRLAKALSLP
Lmaj promast = Leishmania major promastigote growth inhibition, primary screen; inhibition, % at 10 µM; Leishmania major promastigotes, resazurin fluorescence viability; AID 1063, 2008; 9% of 200,000 active;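 note: promastigotes grown with compound for 44 hours at 28 °C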
DTT redox prof = compounds producing H2O2 with reducing agent – biochemical, NIH compound library profiling, artefact control for MLSCN library redox annotation, primary screen | DTT-dependent redox cycling H2O2, phenol red/HRP absorbance; 100% = 100 µM peroxide control, 0% = buffer | activation, % at 10 µM | 0.03% of 200,000 active | AID 878, 2007;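 active = activation of at least 50% relative to the plate's high and low controls in the primary single-dose screen; inactive = activation below 50%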;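 note: compound incubated with DTT at 0.8 mM final as the reducing agent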
Diaphorase act = compounds boosting diaphorase resazurin reduction – biochemical, uHTS, resorufin fluorescence, counter-screen for diaphorase-coupled primary assays, primary screen; 0.005% of 190,000 active; activation factor at 20 µM; Diaphorase/resazurin coupled assay, 16 min; stronger effect = higher value; 1 = vehicle wells, 0 = NADH-free wells;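 active = diaphorase activity raised at least twofold by the compound at 20 µM; inactive = activation factor below 2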
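System – purified diaphorase enzyme from Clostridium kluyveri · Input – enzyme 0.07 U/mL final · Also added – final NADH 0.114 mM, resazurin 0.1 mM · Measured by – fluorescence of resorufin, 544 nm excitation, 590 nm emission · Timing – 16 min enzyme reaction, ambient temperature · Measure – resorufin increase flagging diaphorase activators or reducers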
G6PDH counter = L. mesenteroides G6PDH inhibitors, counter-screen for G6PDH-coupled screening assays, biochemical, Leuconostoc mesenteroides enzyme; Purified L. mesenteroides G6PDH, diaphorase/resazurin coupled fluorescence, 45 min; inhibition, % at 5 µM; glucose-6-phosphate dehydrogenase [Leuconostoc mesenteroides]; 0.12% of 200,000 active
PMI act = activators of human PMI, primary screen, biochemical, fluorescence intensity, near-Km mannose 6-phosphate; Mannose-6-phosphate isomerase (Homo sapiens), P34949; AID 1214, 2008; purified human PMI, coupled resazurin fluorescence, 20 min; stronger effect = higher value; 1 = vehicle control, 0 substrate-free wells; 0.005% of 190,000 active; activation factor at 20 µM;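 active = activation factor of 2 or more at 20 µM, relative to plate controls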
Diaphorase inh = diaphorase inhibitors and chemical oxidizers, primary screen, counter-screen for diaphorase-coupled primary assays, biochemical, uHTS, resorufin fluorescence. 0.69% of 190,000 active. diaphorase resazurin-to-resorufin fluorescence, NADH, 16 min; bacterial (C. kluyveri) enzyme, not human. AID 1217, 2008. inhibition, % at 20 µM;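 active = primary screen inhibition at 20 µM above a set limit, cut at about 50% in these data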;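 note: plate controls were DMSO with full reaction for no effect and wells lacking NADH for full effect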
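Test system: bacterial diaphorase enzyme (C. kluyveri); Quantity: 0.14 U/mL diaphorase, enzyme working solution; Times: reaction incubation of 16 min at room temperature; Measured by: fluorescence of resorufin formed from resazurin, Ex 544/Em 590 nm; Benchmarks: positive control minus NADH, DMSO neutral control.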
PMI act satM6P = human PMI activators, high substrate, primary screen, biochemical, fluorescence intensity, near-saturating mannose 6-phosphate; Mannose-6-phosphate isomerase (Homo sapiens), P34949; coupled PMI enzyme assay, resazurin fluorescence, 20 min; stronger effect = higher value; 1 = untreated enzyme, 0 = substrate-free blank; activation factor at 20 µM; 0.34% of 190,000 active; AID 1216, 2008;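 active = activation factor of 2 or more at 20 µM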
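assay system = human phosphomannose isomerase with PGI, G6PDH, diaphorase coupling enzymes | quantity = 15 ng/mL PMI | incubation = enzyme reaction with compound 20 min at room temperature | medium = HEPES pH 7.4 buffer with MgCl2 and Tween-20 | compound dosing = one concentration, 20 µM, in 1% DMSO | measured by = Diaphorase-driven resazurin-to-resorufin fluorescence, excitation 544, emission 590 nm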
Numbers without * were called inactive; / = no result given. Cut-off read from the data, not from the text of the source, unless noted: active = inhibition above about 50%; inactive = the rest.

Sequence of screens: Hsp70 activator	S1P3 antag	RAM network inh	TLR4-MyD88 BLA	Lmaj promast	DTT redox prof	Diaphorase act	G6PDH counter	PMI act	Diaphorase inh	PMI act satM6P
> O=C(CN1CCN(S(=O)(=O)c2ccccc2)CC1)NC(=O)NCc1ccccc1
 : -0.3	/	1.2	-4	-6	2.6	1	14	1	2	1
> CC(C)N1CCN(Cc2ccc(-c3ccccc3Cl)o2)CC1CCO (stereo not drawn)
 : -0.3	-6	0.9	6	49	-1.5	0.9	8	0.9	5	1
> O=C(NC1CC1)C(=O)c1c(-c2ccccc2)[nH]c2ccccc12
 : -0.3	-13	1.0	2	-3	0.6	0.8	11	1	19	0.9
> CC1CCCC(C)N1C(=O)c1cccc2c1-c1ccccc1/C2=N/O (stereo not drawn)
 : -0.3	/	-0.2	-5	35	0.3	0.7	-6	0.9	33	0.9
> Cn1nc(C(F)(F)F)c(CO)c1Sc1ccc(F)cc1
 : 0.0	-11	-0.4	1	-8	-0.1	0.9	1	0.9	14	1
> Cc1cc(C)cc(NC(=O)N2CCN(S(C)(=O)=O)CC2)c1
 : -0.1	12	1.9	-7	0	-0.5	1	-1	1	-1	1
> Cc1ccc(SCc2ccc(C(=O)Nc3ccccc3C(=O)NC(C)C)cc2)cc1
 : -0.1	-8	9.1*	-4	-6	0.5	0.8	-26	0.8	16	0.9
> CC1Cc2nc(SCC(=O)N3CCN(c4ccccc4)CC3)n(CCc3ccccc3)c(=O)c2S1 (stereo not drawn)
 : -0.1	/	3.9	-15	27	0.3	0.8	-36	0.8	19	0.8
> Cc1cc(NC(c2cccnc2)c2c(C)[nH]c3ccccc23)no1 (stereo not drawn)
 : -0.2	-5	2.6	8	20	-3.2	0.9	9	0.9	14	0.9
> O=C1CCC(C(=O)N2CCC(CO)(Cc3ccc(Cl)cc3)CC2)=NN1
 : 0.2	2	-0.4	1	-8	-0.4	1	11	1	2	1
> CS(=O)(=O)N(CCC#N)Cc1ccc(/C=C2\C(=O)Nc3ccccc32)o1
 : -0.4	-4	4.4	-13	7	-0.1	0.8	6	1	19	0.9
> O=c1[nH][nH]c(C(F)(F)F)c1C=Nc1ccccc1
 : -0.1	/	1.2	13	-3	2.5	0.9	20	1.1	6	1
> CN1C(=O)/C(=C/c2ccc(-c3ccccc3[N+](=O)[O-])o2)SC1=Nc1ccc(Cl)c(C(=O)O)c1
 : -0.3	-12	5.0	4	2	0.4	0.6	1	1	44	0.7
> COc1ccc(NC(=O)Cc2ccccc2)cn1
 : -0.1	-4	0.2	-11	-3	0.1	0.9	11	1.1	8	1
> CCOC(=O)C1=C(C)NC2=C(C(=O)CCC2)C1c1ccsc1 (stereo not drawn)
 : 0.2	-1	1.6	10	0	-1.4	0.9	3	0.9	10	0.9
> Cc1nnc(N/N=C/c2ccc(-c3ccc(Br)cc3)o2)n1N
 : 1.0	-28	-0.2	-3	6	-3.3	0.9	9	1.1	15	0.5
> COc1ccc(S(=O)(=O)N(Cc2ccccc2)c2ccccc2C(=O)Nc2ccccc2C(=O)NCc2ccco2)cc1
 : -0.1	-4	4.0	-12	66*	1.0	0.8	-10	0.9	20	0.9
> CCc1cccc(C)c1NC(=O)c1ccoc1C
 : -0.4	-61	0.0	-1	-3	2.8	0.9	5	1.1	9	1.1
> O=C(O)c1ccc2c(c1)C(=O)N(N1C(=O)c3ccccc3C1=O)C2=O
 : -0.1	-7	-0.3	-8	47	-0.6	0.9	-10	1.1	10	1.1
> OC1CCN(Cc2cn(Cc3ccccc3)nc2-c2cc3ccccc3o2)CC1
 : -0.4	3	0.0	2	9	1.0	0.9	11	0.8	9	0.9
> Cc1cc(SCC(=O)NCCC2=CCCCC2)nc2ccccc12
 : -0.1	13	-0.1	-11	2	-0.3	0.9	12	1.2	13	1.2
> COc1ccc(CC(=O)NCc2n[nH]c(=S)n2-c2ccc(F)cc2)cc1
 : -0.2	6	0.6	2	-4	0.4	0.8	-2	0.9	23	0.9
> CCOC(=O)c1ccccc1NC(=O)CSc1ccccc1
 : -0.2	/	1.0	-5	12	-0.4	1.1	14	1	-11	1.1
> O=C(N/N=C/c1cccs1)c1cnccn1
 : -0.2	12	1.0	-3	-2	0.0	0.9	3	1	13	1.1
> O=C(c1cc(-c2ccc(O)cc2)on1)N1CCc2ccccc2C1
 : -0.1	-2	-1.9	-9	-7	-0.8	0.8	2	1	17	0.9
> O=C(NCc1ccc2c(c1)OCO2)c1ccc(CS(=O)(=O)c2cccc(C(F)(F)F)c2)o1
 : -0.5	1	2.1	7	2	2.8	0.8	1	0.8	16	0.8
> CC(C)(CSc1nncn1N)NS(=O)(=O)c1ccc(Cl)cc1
 : -0.4	8	-0.1	-6	-3	-1.2	0.8	-5	0.9	16	1
> Cc1nnc(SCC(=O)NCc2cccs2)n1-c1ccccc1
 : -0.3	8	0.3	-6	-5	1.4	0.8	-4	0.9	15	0.9
> COc1ccc(CN(C)CC(=O)Nc2sc3c(c2C#N)CCC3)cc1OC
 : -0.2	-8	0.7	-1	1	-0.1	0.9	7	1	6	1
> COc1ccc(N2CCN(CC(=O)Nc3cc(C)on3)CC2)cc1
 : -0.5	-23	-0.6	8	-4	-0.8	0.7	-2	0.9	28	0.9
> N#Cc1c(SCC(N)=O)nc2c(c1-c1ccncc1)CCCC2
 : -0.3	-4	1.1	-9	-5	-0.4	1	1	1.4	-1	1.2
> CCN1CCCC1CNC(=O)C(=O)Nc1cccc(OC)c1 (stereo not drawn)
 : -0.3	4	0.1	4	53*	-0.1	0.9	13	0.8	8	0.9
> CCNc1nc(N2CCCC2)nc(N2CCCC2)n1
 : -0.4	-10	0.3	3	73*	0.0	1.1	22	0.9	-6	0.9
> CC(NC(=O)Cc1ccccc1)C1COc2ccccc2O1 (stereo not drawn)
 : -0.1	4	-0.4	1	2	-0.2	1	4	0.9	-3	0.9
> Cc1cc(C(=O)CSc2nc3ccccc3c(=O)[nH]2)c(C)n1CC1CCCO1 (stereo not drawn)
 : 0.1	12	2.6	-8	4	-0.2	1	13	1	3	1
> CN(c1ccccc1C(=O)Nc1ccccc1C(=O)NCc1ccco1)S(C)(=O)=O
 : 0.0	-10	0.5	13	0	0.9	0.9	-4	0.9	14	1
> COc1ccc(C(=O)Nc2ccc3c(c2)nc(CN2CCN(C(C)=O)CC2)n3C)cc1
 : -0.1	/	0.1	-7	-6	0.4	0.9	7	1	6	1
> O=C(COC(=O)c1cccs1)Nc1cc(S(=O)(=O)N2CCOCC2)ccc1Cl
 : -0.3	-16	-1.6	-3	13	-0.6	0.9	-4	1	10	1
> Cc1cc(/C=N/n2cnnc2)c(C)n1-c1ccc(Cl)cc1
 : 1.4	-25	1.5	-15	28	-0.5	0.9	21	1.2	13	1.3
> CC1CC(C)CN(C(=O)C2CCCN(S(=O)(=O)c3cccc4nonc34)C2)C1 (stereo not drawn)
 : -0.4	/	2.5	-2	-2	0.0	0.8	2	0.9	16	1
> CCC(C)NC(=O)C1CCN(S(=O)(=O)c2ccc(OC)cc2)CC1 (stereo not drawn)
 : 0.0	/	1.4	3	0	0.0	0.9	0	0.9	14	0.9
> O=C(COC(=O)/C=C/c1cccc(F)c1)Nc1ccc(Cl)cn1
 : -0.1	-6	1.9	3	-3	-2.3	1.1	1	1.1	-14	1.1
> CC(=O)c1ccc2noc(-c3ccc(C)cc3)c2c1
 : -0.1	-13	1.8	1	-3	-0.4	1	2	1.9	3	2*
> O=C(CSc1ncc(C(F)(F)F)cc1Cl)N1CCN(S(=O)(=O)c2ccccc2)CC1
 : 0.8	-6	1.8	-11	20	-0.2	0.7	7	0.8	29	0.8
> O=C(OCc1ccc(COC(=O)c2cccnc2Cl)cc1)c1cccnc1Cl
 : -0.3	0	5.0	-8	6	-2.2	0.8	-4	1	16	1.1

Reprinted from the part before: two entries; new compounds follow.
Sequence of screens: Hsp70 activator	S1P3 antag	RAM network inh	TLR4-MyD88 BLA	Lmaj promast	DTT redox prof	Diaphorase act	G6PDH counter	PMI act	Diaphorase inh	PMI act satM6P
> O=C(CSc1ncc(C(F)(F)F)cc1Cl)N1CCN(S(=O)(=O)c2ccccc2)CC1
 : 0.8	-6	1.8	-11	20	-0.2	0.7	7	0.8	29	0.8
> O=C(OCc1ccc(COC(=O)c2cccnc2Cl)cc1)c1cccnc1Cl
 : -0.3	0	5.0	-8	6	-2.2	0.8	-4	1	16	1.1
> Cc1csc(NC(=O)c2ccc(C)c(S(=O)(=O)N3CCOCC3)c2)n1
 : 0.0	-20	0.2	-7	15	-0.8	0.9	2	1	10	1
> COc1ccc(N(C(C)C(=O)N/N=C/c2ccc(OCC(C)C)cc2)S(C)(=O)=O)cc1 (stereo not drawn)
 : -0.1	0	1.1	-2	12	0.1	0.7	6	0.7	28	0.8
> CCCCN(CCCC)Cc1ccc(C(=O)NNC(=O)Nc2ccccc2)o1
 : -0.1	-108	-0.8	4	-4	-0.1	1	8	1	-3	1.1
> Cc1cccc(NC(=O)c2cc([N+](=O)[O-])ccc2NC2CCCCC2)c1
 : -0.6	-6	1.9	5	23	-0.7	0.9	11	0.8	14	0.8
> Cc1noc(C)c1S(=O)(=O)N(CC(=O)Nc1ccc2c(c1)OCO2)c1ccc(C(C)C)cc1
 : -0.3	-15	3.7	9	10	-1.9	0.8	2	0.9	21	1
> COc1ccc(CCNC(=O)CN(c2ccc(C)cc2)S(=O)(=O)c2c(C)noc2C)cc1OC
 : -0.1	-1	-0.3	1	2	1.8	0.9	5	1	11	0.9

Assay outcomes: PubChem BioAssay, several laboratories
